PvdQ acylase = blocks Pseudomonas aeruginosa PvdQ acylase activity; inhibition, % at 10 µM; purified PvdQ acylase, fluorescence plate reader; actives 0.063% (n = 340,000); in the data active means inhibition above about 30%, passing the limit was not always enough;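 further: 0% = vehicle neutral wells and 100% = reference inhibitor wells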
PKA-R2B activ = PKA-R2B complex activation | PKA-R2B holoenzyme dissociation, Cy5-IP20 fluorescence polarization; R2B truncated from residue 108, S112A mutant; 0% DMSO only, 100% 113 µM cGMP | activation, % at 11.4 µM | P22694+P31323 | actives 0.079% (n = 340,000);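 active means activation above a cutoff set at the mean over all compounds plus 3 SD, cut at about 18% in these data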;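 further: higher means more holoenzyme dissociation and a rise in polarization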
Target sequence (P31323 whole entry, looked up, other chains not shown, the tested form may be a part): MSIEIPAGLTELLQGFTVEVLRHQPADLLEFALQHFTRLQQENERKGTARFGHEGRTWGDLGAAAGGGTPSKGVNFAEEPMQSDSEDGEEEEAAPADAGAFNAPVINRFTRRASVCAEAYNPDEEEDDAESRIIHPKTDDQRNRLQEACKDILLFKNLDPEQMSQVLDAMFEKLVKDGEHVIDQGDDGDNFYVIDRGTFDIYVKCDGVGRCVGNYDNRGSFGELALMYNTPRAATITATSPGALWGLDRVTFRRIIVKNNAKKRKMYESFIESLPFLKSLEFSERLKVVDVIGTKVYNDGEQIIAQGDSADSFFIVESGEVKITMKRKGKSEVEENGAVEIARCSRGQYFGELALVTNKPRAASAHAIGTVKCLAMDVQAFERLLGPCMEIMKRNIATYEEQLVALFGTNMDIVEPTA
DAGLB inh = diacylglycerol lipase beta (human) inhibition; Q8NCG7; HEK293T DAGLB membrane lysate, EnzChek fluorogenic substrate; inhibition, % at 5.17 µM; actives 0.059% (n = 340,000); AID 504411; in the data active means inhibition above about 34%;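 further: 0% = enzyme with vehicle and 100% = wells lacking enzyme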
Target sequence (Q8NCG7 whole entry, looked up): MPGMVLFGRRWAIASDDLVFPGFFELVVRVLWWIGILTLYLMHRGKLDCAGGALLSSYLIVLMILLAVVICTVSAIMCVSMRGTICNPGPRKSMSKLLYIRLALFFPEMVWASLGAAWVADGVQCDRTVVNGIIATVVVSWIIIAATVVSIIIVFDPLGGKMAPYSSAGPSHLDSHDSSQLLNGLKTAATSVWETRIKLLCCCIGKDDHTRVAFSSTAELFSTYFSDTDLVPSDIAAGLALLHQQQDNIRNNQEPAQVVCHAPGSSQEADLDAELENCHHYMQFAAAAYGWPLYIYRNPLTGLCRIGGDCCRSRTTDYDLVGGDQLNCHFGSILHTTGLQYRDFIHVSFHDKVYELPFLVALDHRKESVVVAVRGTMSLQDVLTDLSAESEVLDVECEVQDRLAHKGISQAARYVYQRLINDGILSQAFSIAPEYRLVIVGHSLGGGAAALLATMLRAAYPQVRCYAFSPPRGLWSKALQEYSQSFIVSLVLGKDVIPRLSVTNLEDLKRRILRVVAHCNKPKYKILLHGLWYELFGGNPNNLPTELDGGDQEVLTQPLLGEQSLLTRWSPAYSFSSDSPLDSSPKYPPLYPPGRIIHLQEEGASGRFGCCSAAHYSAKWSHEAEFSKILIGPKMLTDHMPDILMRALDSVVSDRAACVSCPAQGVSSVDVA
NSD2 inh = NSD2 (human) methyltransferase inhibition | O96028 | NSD2 peptide methylation, AlphaScreen, 120 min | inhibition, % at 12.5 µM | actives 0.54% (n = 310,000) | AID 743445; in the data active means inhibition above about 50%
Keap1 Nrf2 FP = inhibitors of human Keap1-Nrf2 protein-protein interaction; Keap1 Kelch-Nrf2 peptide fluorescence polarization, 1536-well; inhibition, % at 9.4 µM; actives 0.15% (n = 340,000); Q14145; in the data active means inhibition above about 12%;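 further: human Keap1 Kelch domain with fluorescein labeled Nrf2 9mer peptide probe; 0% = neutral control wells and 100% = peptide positive control; higher means more block of Keap1 binding to Nrf2 peptide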
SR-BI HDL uptake = mouse SR-BI HDL lipid transfer inhibition; Q61009; ldlA[mSR-BI] CHO cells, DiI-HDL uptake fluorescence, 3 h; inhibition, % at 12.5 µM; actives 0.96% (n = 320,000); AID 488896;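 active means mean replicate inhibition of at least 70% and a set share of replicates each scoring 70 or more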;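 further: 0% = median of neutral control wells and 100% = median of positive control wells; values of inactives mirror those of a sister screen read the other way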
Cardiac RTF inh = cardiac RTF calcium desensitization; IANBD-labeled cardiac RTF, Ca2+ fluorescence; inhibition, % at 7.15 µM; actives 0.12% (n = 340,000); AID 493244;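 active means inhibition above the mean inhibition of all tested compounds plus 3 SD, cut at about 17% in these data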;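 further: assay run at fixed EC70 calcium of 1.6 mM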
Arr AP2 block = human beta-arrestin and AP2 interaction inhibition | FITC-arrestin peptide / GST-AP2 beads, flow cytometry; AP2 beta2 appendage carries R879A mutation | inhibition, % at 10 µM | actives 0.31% (n = 340,000) | AID 504490;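 active means inhibition above a set limit, near 3 SD of compounds lacking own fluorescence, cut at about 54% in these data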;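 further: plate controls were DMSO wells for no effect and 5 µM unlabelled arrestin peptide for full effect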
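Assay system: GST-AP2 R879A bound to glutathione beads, E. coli-expressed; Medium: PBS with 0.05% Tween 20 and 0.1% BSA; Also added: fluorescein-tagged arrestin peptide at 50 nM final; Timing: 12 min plus 1 h, RT; Measured by: flow cytometry, FL1 (488/535 nm); Evaluation: percent drop in bead-associated FITC signal.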
SR-BI DiI-HDL act = SR-BI HDL lipid transfer activation. CHO ldlA[mSR-BI] cells, DiI-HDL uptake fluorescence, 3 h; 100 = double the neutral-control signal. activation, % at 12.5 µM. actives 0.096% (n = 320,000);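 active means mean replicate activation of at least 60% and every replicate at or above 60%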;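 further: 0% = median plate neutral-control signal and 100% = twice that signal; values of inactives mirror those of a sister screen read the other way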
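Assay system: CHO ldlA[mSR-BI] cells, LDL receptor-null, SR-BI overexpressing; medium: Ham's F12 with 0.5% BSA, HEPES 25 mM, pH 7.4; also added: DiI-HDL 10 µg/mL; timing: 3 h uptake period with compound, 37 °C; signal: DiI fluorescence, bottom read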
C-LANA FP = blocks KSHV LANA C-terminal domain binding to DNA; actives 0.078% (n = 340,000); AID 504423; inhibition, % at 9 µM; MBP-C-LANA/FAM-LBS DNA binding, fluorescence polarization;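 active means highest replicate inhibition at or above 60% at 9 µM, even if other replicates fall short; inactive means all replicates below 60% inhibition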;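 further: 0% = neutral control wells and 100% = 4 µM acridine orange control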
Starred values were filed as active, the others as inactive; x = not tested or not shown.

SMILES | PvdQ acylase | PKA-R2B activ | DAGLB inh | NSD2 inh | Keap1 Nrf2 FP | SR-BI HDL uptake | Cardiac RTF inh | Arr AP2 block | SR-BI DiI-HDL act | C-LANA FP
O=C(NCCCn1ccnc1)c1ccc(Br)cc1 | 5.9 | 8.1 | -3.6 | -3.5 | -0.7 | 23.5 | 1.5 | 38.9 | -23.5 | -0.7
CC1(C)Cc2c(sc(/N=C/N3CCCC3)c2C#N)C(C)(C)N1 | -9.8 | 3.0 | -0.3 | 3.7 | 3.2 | -19.8 | -17.2 | -4.2 | 19.8 | 1.4
C/C(N)=C(/C#N)C(=O)COC(=O)C1=NN(c2ccccc2)C(=O)CC1 | -18.1 | -5.2 | -3.8 | 0.5 | -3.3 | -5.3 | -2.3 | -1.9 | 5.3 | 1.4
CC1CC(=O)N(c2ccc(N(C)Cc3ccccc3)c([N+](=O)[O-])c2)C1=O (centres undefined) | -0.8 | 1.1 | 3.5 | 1.4 | 1.6 | -4.0 | 0.7 | 12.9 | 4.0 | 0.4
C=CCn1c(/N=C/c2ccc(N(C)C)cc2)nc2ccccc21 | -0.7 | 3.7 | 2.7 | 4.4 | -5.9 | -6.7 | -4.6 | 19.6 | 6.7 | -2.9
COc1cc(/C=C2/C(=O)N=C(N)N2C)cc(OC)c1OC | -12.7 | -1.9 | -1.4 | x | -3.6 | 1.2 | -4.9 | 84.1* | -1.2 | 0.9
Cc1nc(NC(=O)c2ccccc2)sc1-c1csc(NCCc2ccccc2)n1 | 4.5 | -4.6 | 4.8 | -0.7 | 5.7 | 76.2* | -12.8 | 3.8 | -76.2 | 1.7
CCOC(=O)C1=C(C(F)(F)F)Nc2ncnn2C1c1ccc(OC)cc1OC (centres undefined) | 3.8 | -6.3 | -1.4 | -1.0 | -6.1 | -18.8 | -20.1 | 38.2 | 18.8 | 1.5
C[C@H]1CN[C@H](CCO)/C1=C\c1ccccc1 | -9.3 | -6.6 | -1.2 | x | -1.9 | -19.8 | 0.5 | -2.3 | 19.8 | -1.9
CC(=O)Nc1cccc(C(=O)NCCc2ccco2)c1 | -6.8 | -5.9 | 1.3 | -0.5 | -0.5 | x | -5.9 | 11.2 | x | 0.6
COc1cc(C)nc(NS(=O)(=O)c2ccccc2)n1 | -14.3 | -8.3 | -1.2 | -0.5 | 1.4 | -6.7 | -1.5 | -3.6 | 6.7 | -0.3
CCOC(=O)c1sc2nc(N3CCOCC3)c3c(c2c1N)CC(C)(C)N(C)C3 | -7.4 | -1.2 | 1.9 | -1.2 | -1.9 | 25.7 | -10.8 | -7.4 | -25.7 | 1.9
O=C(NCCCN1CCOCC1)c1cn(-c2ccccc2)nc1-c1ccc(F)cc1 | -9.6 | -6.9 | 0.1 | -0.9 | 0.8 | 4.5 | 7.1 | -15.1 | -4.5 | -1.1
CC1CN(S(=O)(=O)Cc2ccccc2)CC(C)O1 (centres undefined) | -10.4 | -7.8 | 1.0 | -1.4 | -2.9 | 14.4 | -5.4 | 4.3 | -14.5 | -1.5
COc1ccc(NC(=O)CCNS(=O)(=O)c2ccc3c(c2)CC(C)N3C(C)=O)cc1 (centres undefined) | -7.3 | 6.8 | 0.9 | 23.8 | 0.3 | -2.9 | -4.0 | 0.2 | 2.9 | -0.1
CCCC1(CCC)NC(=O)NC1=O | -8.2 | 0.6 | -0.7 | 0.2 | -4.5 | -6.9 | 3.1 | 0.8 | 6.9 | 0.1
Cn1c(N2C(=O)CC(Cc3ccccc3)C2=O)nc2ccccc21 (centres undefined) | -3.7 | -1.7 | 4.1 | -4.4 | -4.2 | -17.7 | -6.2 | 10.2 | 17.7 | 1.5
CC1=C[C@H]2Cc3cc(C)cc(C)c3S(=O)(=O)[C@@H]2C=C1 | -13.0 | -0.3 | -6.5 | -0.4 | -7.7 | 20.2 | 1.7 | 4.2 | -20.2 | -0.1
O=C(NNC1=NCCC1)c1ccc(Br)cc1 | -14.1 | -5.8 | 0.4 | 20.2 | 1.5 | -1.6 | -4.0 | -3.9 | 1.6 | 1.1
O=C(CN1CCCC1)NCc1ccccc1 | -5.1 | 3.0 | -0.9 | -2.1 | -0.1 | -10.3 | 2.6 | -6.0 | 10.3 | -3.9
COc1ccc(/C=C/C(=O)NNC(=O)c2cc(C)oc2C)cc1 | 2.8 | -19.6 | 1.2 | 1.8 | -3.7 | 11.0 | -1.1 | 1.9 | -11.0 | -0.9
CCOc1ccccc1N(C)C(=O)CCS(=O)(=O)c1ccc2c(c1)NC(=O)CO2 | -1.3 | 2.9 | 5.8 | x | 2.4 | -0.4 | 1.9 | 43.3 | 0.4 | 0.2
Cc1c(NC(=O)C(C)Sc2ncnc3ccccc23)c(=O)n(-c2ccccc2)n1C (centres undefined) | -3.5 | 7.9 | 0.9 | -1.5 | -1.9 | -8.0 | -9.3 | -24.9 | 8.1 | 0.4
Cc1ccc(-n2cccn2)cc1 | -16.0 | -2.7 | -3.8 | -0.5 | -1.2 | -8.0 | 1.2 | -5.5 | 8.0 | -0.1
Nc1ncnc2c1ncn2[C@@H]1O[C@H](CNCc2ccc(OCc3ccccc3)cc2)[C@@H](O)[C@H]1O | -0.5 | -3.6 | -2.5 | x | 4.2 | -13.2 | 0.7 | 45.5 | 13.2 | -2.5
O=S(=O)(c1ccc(F)cc1)N1CCN(C(=S)NC2CC2)CC1 | -11.0 | -4.0 | -0.6 | -2.0 | 4.4 | -29.6 | -6.6 | 0.1 | 29.6 | 0.8
Cc1cc(C)c(OCC(=O)Nc2ccc(S(=O)(=O)N3CCOCC3)cc2)c(C)c1 | -12.8 | 2.2 | -5.3 | -1.3 | 3.3 | 31.5 | -2.7 | -2.9 | -31.5 | -0.7
CC(C)Cn1c(O)c2ccc(C(=O)N=NC(=O)c3cccnc3)cc2c1O | 11.7 | 4.3 | -0.5 | -2.1 | -3.7 | 4.1 | -1.7 | 2.9 | -4.1 | -2.1
O=C(CNC(=O)c1ccccc1)N/N=C/c1cccs1 | -11.3 | -1.0 | -1.4 | -1.0 | -4.2 | -10.8 | 4.9 | -3.5 | 10.8 | 1.3
c1cnc(N2CCN(Cc3c[nH]c4ccccc34)CC2)nc1 | 0.7 | -9.8 | -0.7 | 2.8 | 0.7 | -15.9 | -2.6 | 1.8 | 15.9 | 0.7

Three compounds from above, limited to C-LANA FP, SR-BI HDL uptake and Arr AP2 block.
Structure	C-LANA FP	SR-BI HDL uptake	Arr AP2 block
Cc1ccc(-n2cccn2)cc1	-0.1	-8.0	-5.5
O=C(CNC(=O)c1ccccc1)N/N=C/c1cccs1	1.3	-10.8	-3.5
Nc1ncnc2c1ncn2[C@@H]1O[C@H](CNCc2ccc(OCc3ccccc3)cc2)[C@@H](O)[C@H]1O	-2.5	-13.2	45.5

(cont.)
SMILES | PvdQ acylase | PKA-R2B activ | DAGLB inh | NSD2 inh | Keap1 Nrf2 FP | SR-BI HDL uptake | Cardiac RTF inh | Arr AP2 block | SR-BI DiI-HDL act | C-LANA FP
COc1ccc2c(c1OC)C(=O)N1C2SC(C)(C)[C@H]1C(=O)NC1CC1 (some centres undefined) | -1.1 | -4.3 | -1.8 | x | 0.7 | -10.9 | -6.8 | 25.5 | 10.9 | -5.7
O=C1CCCC(O)=C1N=Nc1cccc(C(=O)O)c1 | 8.8 | 7.1 | 0.2 | 69.0* | 4.5 | -14.2 | -3.4 | 3.1 | 14.2 | 18.3
O=C(CNC(=O)c1ccc2c(c1)OCO2)NCCOc1ccc(Cl)cc1 | -14.0 | 13.8 | 0.0 | -2.9 | 1.5 | -19.3 | -1.2 | 3.3 | 19.3 | -0.1
CCCCC(=O)Nc1nc2c(OC)cc([N+](=O)[O-])cc2s1 | 4.7 | 0.1 | 1.2 | -1.5 | 1.6 | 50.2 | -14.8 | 54.9* | -50.2 | -0.8
CN(CC(=O)NCc1cccs1)S(=O)(=O)c1cccc2cccnc12 | -11.8 | -0.8 | -2.4 | x | 6.7 | -2.4 | -10.3 | -1.8 | 2.4 | -0.4
CCC(CC)C(=O)c1c[nH]c(C(=O)NCc2ccco2)c1 | 1.6 | -8.1 | -1.4 | -1.2 | 2.8 | -15.5 | -6.4 | 13.7 | 15.5 | 0.0
CCn1nc(C(=O)OCc2cccc(S(=O)(=O)N(C)C)c2)c2ccccc2c1=O | -13.5 | -0.4 | -4.2 | 1.0 | -2.0 | 36.5 | -2.2 | 5.8 | -36.5 | 0.4
CCC(=O)Nc1cc(-c2nc3ncccc3o2)ccc1Cl | -18.8 | -3.1 | -0.3 | -2.9 | -6.2 | 6.0 | -0.8 | -2.3 | -6.0 | -2.7
COC(=O)CCCC1=CC2=CC(=O)C(C)(OC(=O)c3cccs3)C(=O)C2=CN1CC(C)C (centres undefined) | -7.4 | -0.3 | 2.5 | x | -5.8 | -14.6 | -2.1 | 11.5 | 14.6 | -0.7
COC(=O)N/N=C1\CCCc2ccccc21 | -19.0 | -3.2 | 1.4 | -2.0 | -3.6 | -3.1 | 4.2 | -7.1 | 3.1 | 0.4
O=C(CSc1nc(C2CCCCC2)nc2ccccc12)NCc1ccco1 | -5.0 | -1.6 | -8.3 | 1.0 | 0.8 | 19.4 | 1.5 | 4.5 | -19.4 | -0.2
COc1cc(CN2CCCC(C(=O)Nc3cccc(-n4cccn4)c3)C2)ccc1F (centres undefined) | -16.0 | -1.6 | -3.5 | -0.2 | -6.9 | 6.3 | -0.9 | -8.2 | -6.3 | -2.0
O=C(CSc1nnc(CNC(=O)c2ccco2)o1)c1ccc(Cl)cc1 | -4.4 | -4.8 | 0.4 | -0.9 | 4.3 | -3.1 | -0.8 | -1.7 | 3.1 | 4.3
O=C(COC(=O)C12CC3CC(CC(Br)(C3)C1)C2)Nc1cccnc1Cl | -4.0 | 0.7 | -8.0 | -6.6 | 2.4 | -20.8 | -3.0 | 1.9 | 20.8 | -1.0
C[C@@H]1[C@H]2[C@@H](O[C@@H]3O[C@H](CO)[C@@H](O)[C@H](O)[C@H]3O)OC=C(C(=O)O)[C@H]2C[C@@H]1O | -7.5 | -2.8 | -1.2 | x | 0.9 | -13.4 | -5.8 | -7.6 | 13.4 | -0.9
CC1(C)CC(CC(=O)NNc2nc(-c3ccccc3)cs2)C(=O)O1 (centres undefined) | -10.5 | -4.3 | -3.9 | 1.2 | -3.2 | 0.4 | 2.3 | -3.3 | -0.4 | 0.5
CCOc1ccc(NC(=O)CN(C)C(=O)c2c(C)nn(-c3ccccc3)c2Cl)cc1OCC | 2.7 | -6.6 | 0.2 | -0.7 | -0.6 | 46.9 | -5.6 | -4.8 | -46.9 | -1.1
NC(=O)c1ccccc1NC(=O)COc1ccc2c(c1)OCO2 | 5.3 | -0.6 | 0.9 | -1.4 | -6.1 | x | -10.8 | -2.0 | x | -2.6

The order is random; any-hit rate near 2.1%.
